Compound activity (PubChem BioAssay)
MITF primary: MITF inhibitors, primary screen, biochemical, AlphaScreen, human | Microphthalmia-associated transcription factor (Homo sapiens), O75030 | 0.91% of 650,000 active | inhibition, % at 2.6 µM | AlphaScreen MITF homodimerization, bead proximity signal; in the data active = inhibition above about 50%;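 note: 0% = vehicle wells with protein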
Target sequence (O75030 whole entry, looked up): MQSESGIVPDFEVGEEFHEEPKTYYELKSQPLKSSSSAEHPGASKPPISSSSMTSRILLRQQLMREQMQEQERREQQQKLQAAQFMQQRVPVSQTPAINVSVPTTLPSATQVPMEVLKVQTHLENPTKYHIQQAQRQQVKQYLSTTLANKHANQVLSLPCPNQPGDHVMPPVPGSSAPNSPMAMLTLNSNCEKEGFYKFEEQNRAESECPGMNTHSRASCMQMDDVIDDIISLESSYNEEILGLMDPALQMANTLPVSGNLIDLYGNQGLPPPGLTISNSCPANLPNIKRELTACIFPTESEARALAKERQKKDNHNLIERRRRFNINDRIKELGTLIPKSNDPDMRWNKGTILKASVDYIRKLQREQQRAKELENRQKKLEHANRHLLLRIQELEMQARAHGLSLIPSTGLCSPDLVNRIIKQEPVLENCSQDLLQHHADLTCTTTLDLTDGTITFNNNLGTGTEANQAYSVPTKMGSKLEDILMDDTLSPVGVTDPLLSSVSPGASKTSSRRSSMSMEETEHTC
GPR151 ag: activators of human GPR151, primary screen, cell-based, PathHunter beta-arrestin, luminescence | PathHunter beta-arrestin GPR151 cells | 1% of 650,000 active | AID 1508602, 2020 | activation, % at 11.2 µM | G-protein coupled receptor 151 (Homo sapiens), Q8TDV0; in the data active = activation above about 4.9%;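 note: 0% = median of compound wells and 100% = cells with positive control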
Target sequence (Q8TDV0 whole entry, looked up): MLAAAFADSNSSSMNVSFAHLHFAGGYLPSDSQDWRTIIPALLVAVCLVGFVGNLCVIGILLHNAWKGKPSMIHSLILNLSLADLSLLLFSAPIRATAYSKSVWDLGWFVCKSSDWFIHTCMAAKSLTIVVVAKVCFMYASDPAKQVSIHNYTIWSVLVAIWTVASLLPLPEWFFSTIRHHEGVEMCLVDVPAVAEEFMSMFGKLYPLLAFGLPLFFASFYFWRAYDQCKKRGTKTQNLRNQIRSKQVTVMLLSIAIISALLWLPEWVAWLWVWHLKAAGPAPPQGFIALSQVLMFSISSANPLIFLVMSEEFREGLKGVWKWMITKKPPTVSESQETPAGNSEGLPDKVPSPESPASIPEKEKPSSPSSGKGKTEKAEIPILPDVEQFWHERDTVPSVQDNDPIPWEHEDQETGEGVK
FBW7 activator: FBW7 E3 ligase activators, primary screen, biochemical, AlphaScreen, human; normalized activity (activation), % at 26.1 µM; AlphaScreen FBW7–phospho-cyclin E peptide binding, activator screen; 0.13% of 650,000 active; AID 1259310, 2017; F-box/WD repeat-containing protein 7 (Homo sapiens), Q969H0; in the data active = normalized activity above about 1.9%;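 note: purified mutant Fbw7 with reduced substrate affinity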
TEAD-YAP block: TEAD-YAP interaction inhibition, primary screen, TEAD-YAP interaction inhibitor project, luminescence, HEK-TIYL cells. TEAD-Gal4/YAP UAS-luciferase luminescence. inhibition, % at 9.12 µM. 1.4% of 640,000 active. AID 1259422, 2018; in the data active = inhibition above about 32%;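 note: 0% = median of test compound wells and 100% = reference inhibitor wells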
* marks the source's active call; other numbers are inactive results; . = no result given; & = joins results of further samples; ! = not active in a repeat.

SMILES	MITF primary	GPR151 ag	FBW7 activator	TEAD-YAP block
O=C(COC(=O)c1cc[n+]([O-])cc1)Nc1ccc(N=Nc2ccccc2)cc1	21	-1.1	0.1	-46
CNC(=S)N/N=C/c1ccccc1Oc1nc(OC)cc(OC)n1	0	-0.2	-0.2	6
O=C(c1ccc(C(=O)n2nnc3ccccc32)cc1)n1nnc2ccccc21	3	-1.1	-0.1	-8
O=C(Cc1cccs1)N/N=C\c1ccc(O)cc1	18	-1.6	-0.1	-12
COc1ccc(C2(NC(=O)C3CCN(S(C)(=O)=O)CC3)CCCCC2)cc1	-1	3.4	-0.1	-11
O=C(Nc1cc(Cl)ccc1O)c1ccc2c(c1)C(=O)N(Cc1ccco1)C2=O	17	-1.0	0.6	-1
Cn1ncc(Cl)c1C(=O)Nc1ccc(Cl)c(Cl)c1	-5	-0.1	-0.3	-24
O=C(O)CCC(=O)Nc1ccc(N=Cc2ccc([N+](=O)[O-])cc2)cc1	8	0.0	-0.1	3
CC(=O)c1ccc(N2C(=O)c3ccc(C(=O)OC(C)C(=O)c4ccc(C)cc4)cc3C2=O)cc1 (centres undefined)	12	-0.3	0.0	0
Cc1ccc(S(=O)(=O)NCCNC(=O)CN2CCOCC2)cc1	15	-0.9	0.2	0
CCOc1ccccc1Nc1nnc(C(C)(C)C)c(=O)[nH]1	-6	1.6	0.1	-2
CCN1CCCC1CNC(=O)CNC(=O)Cn1cnc2ccccc2c1=O (centres undefined)	16	-2.0	0.1	2
Cc1ccc(NC(=O)COc2ccccc2[N+](=O)[O-])cc1F	-5	-1.8	0.0	-78
COc1cccc(N2C[C@@H]3C[C@@H](c4ccc(NC(C)=O)s4)N4CCC[C@@]34C2=O)c1	13	4.2	0.2	-10
Cc1csc(N/N=C/c2c(F)cccc2Cl)n1	23	-0.6	0.5	-13
C/C(=N\N=C(/N)SC1CC(=O)N(c2cccc(Cl)c2)C1=O)c1ccc(F)cc1 (centres undefined)	-7	0.6	0.2	6
Cc1ssc(=S)c1-c1ccccc1	35	0.6	-0.7	-8
CCN(CC)S(=O)(=O)c1ccc(NC(=O)c2ccccc2N(C)S(C)(=O)=O)cc1	-1	0.5	0.1	-3
O=C(O)/C=C/C(=O)Nc1ccc(I)cc1	-4	-1.4	0.1	5
COc1ccc2c(c1)c1ncn(CCCN3CCN(C)CC3)c(=O)c1n2C	4	1.6	0.0	4
COCCCn1c(SCC(N)=O)nnc1-c1ccco1	3	-0.8	0.1	0
O=c1c2ccccc2[nH]c2c(Cl)cccc12	18	-0.9	1.1	-6
CCOC(=O)C1=C(C)NC2=C(C(=O)C(C(=O)OC)C(C)C2)C1c1cc(OC)c(O)c(OC)c1 (centres undefined)	12	-0.3	-0.3	-13
COc1ccc(-n2c3c(cc(C(=O)Nc4ccccc4)c2=O)C(=O)CC(C)(C)C3)cc1	-4	0.4	-0.1	-5
CCNc1nc(NCC)nc(OCCNS(=O)(=O)c2cc(C)ccc2C)n1	13	0.3	0.0	1
CC1=C(C(=O)OC2CCCCCC2)C(c2coc3ccccc3c2=O)C2=C(CC(C)(C)CC2=O)N1 (centres undefined)	1	0.2	-0.1	7
O=C(Cn1c(NCCCO)nc2ccccc21)c1ccccc1	14	-1.6	0.0	-3
COc1ccc(NC(=O)C2CCCN(S(=O)(=O)c3cnc[nH]3)C2)cc1Cl (centres undefined)	12	-0.2	0.1	2
Cn1c(=O)n(C)c2cc(/C=N\Nc3ncc(F)c(N4CCOCC4)n3)ccc21	7	0.1	-0.1	23
O=C(CN1C(=O)CCSc2ccccc21)Nc1ccccc1	7	0.4	0.0	3
N#CC(C#N)=Cc1cn(CCC(=O)O)nc1-c1cccc(Br)c1	-9	-2.0	-0.1	-9
O=C(C1CCC(CNS(=O)(=O)c2cccc3nsnc23)CC1)N1CCCCCC1 (centres undefined)	21	-0.6	0.7	8
Cc1cc(=O)nc2c3ccccc3n(CC(=O)NCc3ccccc3F)n12	14	-0.9	0.4	5
CC(=O)c1ccc(NC(=O)c2cn(-c3ccccc3)nc2-c2ccc(Cl)cc2)cc1	0	-1.2	0.0	2
C/C(=C\C(=O)c1ccccc1)Nc1ccccc1F	16	-1.7	-0.1	5
CCOc1ccccc1CNC(=O)c1cn(-c2ccc(OC)cc2)c(=O)c2ccccc12	-18	-1.5	0.4	-7
CCOc1ccc(N(C(C)C(=O)Nc2ccc(C)c(C)c2)S(C)(=O)=O)cc1 (centres undefined)	-5	-0.6	0.2	-18
Cc1ccc(-c2nnc3ccc(SCC(=O)Nc4ccccc4)nn23)cc1	-1	-0.2	0.2	-5
CCOC(=O)N1CCN(c2cc(NCC3CCCO3)c(F)cc2[N+](=O)[O-])CC1 (centres undefined)	9	-1.7	0.5	4
COc1cc(OC)c(C(=O)Nc2cccc3ccccc23)cc1OC	8	0.3	0.3	-12
CC1=NN(c2ccc(Cl)c(C(=O)O)c2)C(=O)/C1=C/c1cn(Cc2ccccc2)c2ccccc12	5	-0.1	0.5	3
O=C(Nc1ccc([N+](=O)[O-])cc1)c1nccnc1CO	13	1.1	-0.2	10
CC1(C(=O)N2CCC(N3CCC(C(=O)N4CCOCC4)CC3)CC2)CCCCC1	5	1.4	0.0	11
CN1CCC(N(C(=O)C2CCN(c3ccc(C(F)(F)F)cn3)CC2)C2CC2)CC1	-16	0.2	0.0	3
Cc1ccc([N+](=O)[O-])cc1NC(=O)C(Cc1c[nH]c2ccccc12)NC(=O)Oc1ccccc1 (centres undefined)	13	-1.0	0.4	7

Given with values under each structure: entries from further up
Results follow in this order: MITF primary | GPR151 ag | FBW7 activator | TEAD-YAP block
> COc1cc(OC)c(C(=O)Nc2cccc3ccccc23)cc1OC
  8 | 0.3 | 0.3 | -12
> CC1=NN(c2ccc(Cl)c(C(=O)O)c2)C(=O)/C1=C/c1cn(Cc2ccccc2)c2ccccc12
  5 | -0.1 | 0.5 | 3
> O=C(Nc1ccc([N+](=O)[O-])cc1)c1nccnc1CO
  13 | 1.1 | -0.2 | 10
> CC1(C(=O)N2CCC(N3CCC(C(=O)N4CCOCC4)CC3)CC2)CCCCC1
  5 | 1.4 | 0.0 | 11

Additional records:
SMILES	MITF primary	GPR151 ag	FBW7 activator	TEAD-YAP block
Cc1ccc(S(=O)(=O)/N=C(/CSC(N)=O)Nc2ccccc2C)cc1	4	-0.5	-0.1	-4
CCCCn1c(SCC(=O)N2CC(=O)Nc3ccccc32)nnc1-c1ccoc1C	4	-0.3	0.1	-7
CN(C(=O)C1CCN(S(=O)(=O)c2cnc[nH]2)CC1)c1ccc(Br)cc1	1	-0.5	0.1	22
O=C(CC1(O)C(=O)Nc2ccc(Cl)cc21)c1cccc(Br)c1 (centres undefined)	-10	1.4	0.2	11
O=C(CSc1ccccc1)Nc1c(C(=O)C2CC2)oc2ccccc12	10	-1.4	-0.2	1
Cc1sc(NC(=O)CNCCCc2ccccc2)c(C(N)=O)c1C	-2	1.1	0.0	-4
COCC(=O)NCC1CC(=O)N(c2ccccc2)C1 (centres undefined)	2	-0.4	0.0	8
O=C(CSc1nnc(SCc2ccccc2)s1)N/N=C/c1cccc(O)c1	-8	2.4	0.2	-11
COc1ccc(/C=c2/sc3nc(-c4ccccc4OC(C)=O)nn3c2=O)cc1OC	-7	1.9	0.1	11
Cc1ccc(NC(=O)c2ccc(NCCCN3CCN(c4cccc(Cl)c4)CC3)c([N+](=O)[O-])c2)cc1F	11	-0.8	-0.2	-8
CCCCCCNC(=O)CNC(=S)N(Cc1ccc(C)cc1)Cc1ccco1	-8	-1.3	0.0	0
CCOc1ccc(NC(=O)/C(C#N)=C\c2c(C)[nH]c3ccccc23)cc1	-1	1.0	-0.1	13
Cc1ccc(/C(COc2ccc3c(C)c(Cc4ccccc4)c(=O)oc3c2C)=N\O)cc1	1	-0.2	0.0	8
O=C1C2ON(c3ccc(Cl)cc3)C(c3ccc(F)cc3)C2C(=O)N1c1ccccc1 (centres undefined)	7	0.0	0.1	4
CCOc1ccc2nc(NC(=O)C(F)(F)F)sc2c1	17	-0.5	0.0	23
COC(=O)C1=CN(C(C)C)C=C(C(=O)OC)C1c1ccc(OCc2ccccc2)cc1	8	2.7	0.3	1
Cc1nnc2n(-c3cccc(Cl)c3)c(=O)c3c4c(sc3n12)CCC4	5	-0.7	-0.3	-18
Cc1ccccc1-n1c(/C=C/c2cn(Cc3ccccc3)c3ccccc23)nc2ccccc2c1=O	3	0.0	0.0	7
COc1ccc(NC(=O)c2nc[nH]c2C(=O)Nc2ccc(OC)cc2)cc1	15	-0.9	0.0	5
Cc1ccc(S(=O)(=O)NC(=O)c2ccccc2C)cc1	-4	-0.4	-0.2	0
[O-][N+]1=C2CCC/C(=N/O)C2(O)C2CCCCC21N1CCOCC1 (centres undefined)	8	-1.2	-0.1	-5
O=C(COc1ccccc1)Nc1nn[nH]n1	5	-0.6	0.0	8
O=C(CCCn1c(SCC(=O)NC2CCCCC2)nc2ccccc2c1=O)NCCCN1CCOCC1	16	0.9	0.3	6
COCC(C)NC(=O)c1cc(-c2cc(OC)ccc2OC)on1 (centres undefined)	6	-1.0	0.0	-21
COc1cc(CN2CCN(Cc3ccc(F)cc3)C(CCO)C2)cc(OC)c1O (centres undefined)	11	0.5	0.0	-2
CC(=O)c1cccc(NC(=O)COc2ccccc2C(C)C)c1	-9	0.3	-0.1	3
[O-]/[N+](=N/O[C@@H]1O[C@H](CO)[C@H](O)[C@H](O)[C@H]1O)N1CCCC1	1	-2.4	.	.
COc1cc2[nH]c(C(=O)O)cc2c(OC)c1OC	9	-0.3	-0.1	0
COCCNc1ccc(C(=O)O)cc1[N+](=O)[O-]	17	-0.8	0.2	1
Cc1ccc(C23CC4CC(CC(CNC(=O)c5c(-c6ccccc6Cl)noc5C)(C4)C2)C3)cc1C	4	-1.0	0.7	3
CCCn1nc(NS(C)(=O)=O)c2cc3cccc(C)c3nc21	6	0.8	0.9	4
COc1ccc(Cl)cc1C(=O)Nc1nnc(CC(C)(C)C)s1	9	0.2	-0.1	-13
CCNc1nc(Nc2ccccc2)c2[nH]cnc2n1	16	-0.6	0.3	6
CCOC(=O)C1=C(O)/C(=C/c2ccccc2F)N=C1C	5	-0.4	1.0	0
CN(Cc1nc2ccccc2o1)C(=O)c1cc(COc2cccc3cnccc23)on1	2	-0.6	0.0	8
CC(=O)N/C(N)=N/c1nc(=O)c2ccccc2s1	12&24	-0.3&-0.9	0.1&1.2	-50&-67
Nc1c2c(nc3ccn(-c4ccccc4)c(=O)c13)CCCC2	-4	0.6	-0.3	-18
CSc1ncc(CN2CCN(Cc3ccc(C)cc3)C(CCO)C2)cn1 (centres undefined)	16	-2.3	-0.1	4
CC(=O)OCC1=C(C(=O)O)N2C(=O)[C@@H](NC(=O)Cc3cccs3)[C@H]2SC1	-9&-15&-5&3	19*!	-0.2&-0.1&-0.2&-0.1	-3&8&6
COC(=O)c1cc(NS(=O)(=O)c2ccc([N+](=O)[O-])cc2)ccc1Cl	-1	1.1	-0.1	9
CC1=C(C(=O)Nc2cccc(C)c2C)C(c2ccc(Cl)cc2)NC(=S)N1 (centres undefined)	7	1.0	-0.3	5
COCCn1c2c(=O)n(C)c(=O)n(C)c2n2c(-c3ccc(C)cc3)nnc12	14	1.3	0.0	-3
CCOC(=O)c1c(NC(=O)C2CC2c2ccccc2)sc(C(C)=O)c1C (centres undefined)	15	1.9	0.0	-9
Cc1ccc(NC(=S)N2CCC(N(C)CCN3CCOCC3)CC2)c(C)c1	3	-0.6	0.0	1
COC(=O)c1c(C)oc2ccc(OCC(=O)OCc3ccccc3)cc12	-11	1.2	0.4	-2
N#Cc1c(NC(=O)COC(=O)c2cccs2)sc2c1CCC2	36	-1.8	0.4	-10
COc1cccc(C(CC(=O)NCCN2CCOCC2)NS(=O)(=O)c2ccc(C)cc2)c1OC (centres undefined)	-1	3.3	0.0	9
O=C(N/N=C/c1ccc(O)c(I)c1)c1ccc2c(c1)OCCO2	-12	0.8	-0.1	-15
Cc1ccccc1OCC(=O)NCC(C)NC(=O)COc1ccccc1C (centres undefined)	4	1.2	-0.1	-1
CC1CCCC(NC(=O)NC(=O)CN2C(=O)C3CC=CCC3C2=O)C1C (centres undefined)	4	-0.7	0.4	3
O=C1C2C3CCC(C3)C2C(=O)N1c1cccc(Cl)c1 (centres undefined)	11	-1.5	0.2	-5
CC(C)CC(NC(=O)C1CCC(C)CC1)C(=O)NCc1ccco1 (centres undefined)	10	1.3	0.0	5
O=C(O)CCCNC(=O)c1ccccc1Cl	6	1.4	0.0	-3

Some of these compounds in order of molar mass, rising:
SMILES	MITF primary	GPR151 ag	FBW7 activator	TEAD-YAP block
O=C(O)CCCNC(=O)c1ccccc1Cl	6	1.4	0.0	-3
O=C1C2C3CCC(C3)C2C(=O)N1c1cccc(Cl)c1 (centres undefined)	11	-1.5	0.2	-5
N#Cc1c(NC(=O)COC(=O)c2cccs2)sc2c1CCC2	36	-1.8	0.4	-10
COC(=O)c1c(C)oc2ccc(OCC(=O)OCc3ccccc3)cc12	-11	1.2	0.4	-2
Cc1ccccc1OCC(=O)NCC(C)NC(=O)COc1ccccc1C (centres undefined)	4	1.2	-0.1	-1
O=C(N/N=C/c1ccc(O)c(I)c1)c1ccc2c(c1)OCCO2	-12	0.8	-0.1	-15
COc1cccc(C(CC(=O)NCCN2CCOCC2)NS(=O)(=O)c2ccc(C)cc2)c1OC (centres undefined)	-1	3.3	0.0	9
